# FLuc inh counter: Photinus pyralis luciferase inhibition counter-screen | P08659 | ATPLite firefly luciferase biochemical luminescence, 10 min | inhibition, % at 10 µM | 200,000 compounds, 1.5% hits | AID 1006;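 active = inhibition above about 50% when tested at 10 µM, limit read from the data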
# Target sequence (P08659 whole entry, looked up): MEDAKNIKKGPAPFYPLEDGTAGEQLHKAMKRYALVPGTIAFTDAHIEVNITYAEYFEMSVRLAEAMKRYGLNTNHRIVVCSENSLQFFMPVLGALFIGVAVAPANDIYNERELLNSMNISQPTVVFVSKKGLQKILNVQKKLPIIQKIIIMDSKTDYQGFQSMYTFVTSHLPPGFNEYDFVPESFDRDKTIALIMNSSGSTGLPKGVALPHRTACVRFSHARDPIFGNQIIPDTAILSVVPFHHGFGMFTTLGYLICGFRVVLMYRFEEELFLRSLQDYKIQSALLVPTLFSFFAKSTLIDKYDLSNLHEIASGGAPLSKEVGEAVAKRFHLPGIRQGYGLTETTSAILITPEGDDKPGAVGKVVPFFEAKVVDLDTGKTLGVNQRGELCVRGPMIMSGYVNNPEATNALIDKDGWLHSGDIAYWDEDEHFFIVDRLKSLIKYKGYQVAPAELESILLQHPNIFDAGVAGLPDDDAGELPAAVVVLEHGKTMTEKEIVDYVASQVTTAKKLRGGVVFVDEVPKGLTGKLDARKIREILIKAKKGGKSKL
# APP 5UTR inh: APP translation inhibition. SH-SY5Y APP 5'UTR-luciferase reporter, luminescence. inhibition, % at 2 µM. 190,000 compounds, 0.82% hits;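 active = inhibition above a set limit, derived from the sample mean plus 3 SD, cut at about 45% in these data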; also: values of inactives mirror those of a sister screen read the other way
# FLuc stim CS: firefly luciferase counter-screen for stimulation assays | 200,000 tested, under 10 active | activation factor at 10 µM | ATPlite luciferase biochemical, luminescence, 10 min; 0 = ATP-free wells, 1 = DMSO control;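 active = luciferase activation factor, scaled between plate controls, of at least 2 with compound at 10 µM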
#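 System: luciferase plus luciferin reagent, cell-free; medium: PBS as buffer for the ATP substrate; dosing: test compounds dosed from 2 mM stocks in 100% DMSO; timing: 10 min post-reagent at room temperature; measured by: luminescence measurement of luciferase light output; evaluation: luciferase activation, seen as luminescence increase over controls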
# ROMK primary: modulates human ROMK potassium channel activity; P48048; Tet-inducible ROMK, thallium flux fluorescence; actives lie on both sides; B-score at 10 µM; 130,000 compounds, 2% hits; AID 1918;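 active = signal ratio slope over the read window, or its plate-corrected B-score, at least 3 SD from the plate mean, either direction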;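 also: B-score of the F/F0 ratio slope over 7 to 12 s after thallium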
# Target sequence (P48048 whole entry, looked up): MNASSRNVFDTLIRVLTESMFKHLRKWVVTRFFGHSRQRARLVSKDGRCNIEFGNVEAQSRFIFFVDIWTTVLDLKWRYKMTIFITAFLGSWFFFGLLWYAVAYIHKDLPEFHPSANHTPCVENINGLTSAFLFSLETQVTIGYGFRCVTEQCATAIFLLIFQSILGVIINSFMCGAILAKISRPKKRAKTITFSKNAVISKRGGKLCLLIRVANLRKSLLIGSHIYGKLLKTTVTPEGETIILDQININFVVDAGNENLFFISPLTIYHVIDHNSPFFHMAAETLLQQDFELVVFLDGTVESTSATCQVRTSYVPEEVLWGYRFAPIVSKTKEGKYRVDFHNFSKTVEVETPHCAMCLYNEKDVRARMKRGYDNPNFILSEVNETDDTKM
# APP 5'UTR act: activates APP 5'UTR luciferase reporter. activation, % at 2 µM. SH-SY5Y APP 5'UTR luciferase reporter, luminescence; zero percent = DMSO vehicle wells. 190,000 compounds, 1% hits;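 active = activation above a set limit, based on mean plus 3 SD of controls, cut at about 140% in these data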; also: values of inactives mirror those of a sister screen read the other way
# STAT1 act: increases IFN-gamma driven STAT1 reporter signal; NIH 3T3 STAT1-luciferase reporter, luminescence; 100% = IFN-gamma alone, no compound; activation (% of control), % at 5.5 µM; 200,000 compounds, 2.6% hits;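 active = activation above the screen-wide mean activation plus 3 SD, cut at about 130% in these data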;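 also: raw ratio to IFN-gamma control signal so 100% means no change and 0% no light; values of inactives mirror those of a sister screen read the other way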
# STAT3 activator: increases IL-6 driven STAT3 reporter signal; U3A cells, IL-6 STAT3-luciferase reporter, luminescence; 100% = signal with IL-6 EC80 alone; activation (% of control), % at 5.6 µM; 190,000 compounds, 0.91% hits; AID 871;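 active = activation above the screen-wide mean of compound activation plus 3 SD, cut at about 130% in these data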;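 also: 0% = background luminescence of wells with medium and substrate only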
#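 Material: human STAT1-deficient U3A cells with stable STAT3-luciferase reporter / Probe or stimulus: IL-6 stimulus at 33 ng/mL final / Schedule: 1 h compound pre-exposure, 6 h IL-6 stimulation, 37 °C / Technique: luminescence / Read-out basis: percent of IL-6-only median luminescence / Control set: IL-6-only high control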
# STAT3 blocker: inhibitors of IL-6 induced STAT3 signaling. 190,000 compounds, 0.89% hits. inhibition, % at 5.5 µM. U3A cells, IL-6 STAT3-luciferase reporter, luminescence; host cell line lacks STAT1;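 active = inhibition above the mean inhibition across all screened compounds plus 3 SD, cut at about 44% in these data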;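 also: 0% = DMSO only wells and 100% = 100 µM nifuroxazide control wells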
# STAT1 blocker: STAT1 signaling inhibition | NIH 3T3 STAT1-luciferase reporter, IFN-gamma, luminescence | inhibition, % at 5.5 µM | 200,000 compounds, 0.35% hits;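 active = inhibition above a set limit, the mean inhibition across all tested compounds plus 3 SD, cut at about 34% in these data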;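 also: 0% = IFN-gamma with DMSO and 100% = IFN-gamma with 300 µM nifuroxazide; values of inactives mirror those of a sister screen read the other way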
# NF-kB expr up: compounds increasing NF-kB expression in human neuronal cells. fold change at 12.5 µM. NF-kB reporter expression; hits give high values. 190,000 compounds, 1.6% hits. AID 1239; in the data active = fold change above about 3.3
# Numbers without * were called inactive; / = no result given.
SMILES,FLuc inh counter,APP 5UTR inh,FLuc stim CS,ROMK primary,APP 5'UTR act,STAT1 act,STAT3 activator,STAT3 blocker,STAT1 blocker,NF-kB expr up
COc1ccc(C(CC(=O)Nc2ccc(C)cc2)NC(=O)C(F)(F)F)cc1 (configuration not stated),-2,-15,1,/,15,93,92,9,7,1.2
O=C(/C(=C/O)N=Nc1ccc(Cl)cc1)c1ccncc1,-10,5,1.1,/,-5,106,104,5,-6,1.3
C=CCOc1ccc2ccccc2c1CNc1ncn[nH]1,-2,-4,1,/,4,94,98,8,7,1.2
COc1cc2c(C(=O)N3CCN(C)CC3)c(C)n(-c3ccccc3)c2cc1Br,-8,0,1.1,/,0,101,94,11,-1,1.2
COc1ccc(CC(=O)Nc2cc(=O)n(C)c(=O)n2C)cc1OC,-6,13,1.1,0.29,-13,94,100,2,5,1.1
CC(C)C(=O)Nc1cccc(NC(=O)c2cccc([N+](=O)[O-])c2)c1,-4,-2,1,-0.1,2,98,92,16,2,0.94
COc1ccc(OC)c(-n2c(C)ccc2-c2ccc(S(C)(=O)=O)cc2)c1,-5,12,1.1,1.8,-12,99,104,-5,-1,1.3
Cc1cccc(NC(=O)Cn2cnc3ccccc3c2=O)c1C,-4,/,1,0.5,/,99,105,-6,4,0.95
Cc1cc2oc(=O)cc(CN3CCCCC3)c2cc1C(C)C,-5,10,1.1,/,-10,102,126,-25,-3,0.92
CC1=NN(c2ccccc2)C(=O)C1c1ccccc1 (configuration not stated),0,2,1,/,-2,96,106,-5,4,1.5
COC(=O)c1c(NC(=O)CCC(=O)O)sc2c1CCCCC2,-4,-12,1,/,12,94,105,-7,7,1.1
CCOc1ccccc1NC(=O)CSc1nnc(Cc2cccn2C)n1-c1ccc(F)cc1,-3,0,1,/,0,96,99,7,4,0.9
CCOP(=O)(O)c1ccccc1OCCCCCOc1ccccc1P(=O)(O)OCC,-7,-5,1.1,/,5,100,103,2,0,1.2
Cc1cc(Br)ccc1SCC(=O)OCC(=O)Nc1ncc(C(F)(F)F)cc1Cl,-8,-4,1.1,0.18,4,103,109,-8,-3,1
CCOc1ccc(C(=O)NC2CCN(C(=O)NCc3ccccc3)CC2)cc1,-8,-10,1.1,-0.14,10,103,100,4,-3,1.5
O=C(CSc1cccc[n+]1[O-])CSc1cccc[n+]1[O-],1,1,1,0.4,-1,93,95,10,5,4.9*
CC(C)(C)N(NC(=O)Nc1ccc(Cl)cc1)C(=O)c1ccccc1,-6,-8,1.1,/,8,106,100,6,-7,1.1
N#CCC(=O)N/N=C/c1cc([N+](=O)[O-])ccc1N1CCCC1,-8,5,1.1,/,-5,120,101,0,-23,1.1
CC(=O)OCCCNc1cc(Sc2ccc(C)cc2)c2nonc2c1[N+](=O)[O-],-1,18,1,/,-18,95,102,-1,5,1
CCCC(=O)OCC(=O)c1[nH]c(C)c(C(C)=O)c1C,1,-6,1,-0.25,6,106,105,-4,-7,1.4
Cc1ccc(CNC(=O)c2cc3c(=O)n4ccccc4nc3n(CC3CCCO3)c2=N)cc1 (configuration not stated),-4,-5,1,-0.85,5,108,102,2,-7,0.66
N#Cc1c(-c2ccccc2F)cc(-c2cccnc2)nc1N,-8,-1,1.1,-0.063,1,103,102,-5,-3,0.38
COc1ccc(OC)c(S(=O)(=O)N2CCC(C(=O)NCc3ccccc3OC)CC2)c1,0,16,1,/,-16,102,100,4,-2,1.1
CCN1CCCC1CNC(=O)Cn1cccc1C(=O)c1ccccc1 (configuration not stated),-5,-6,1.1,/,6,99,104,1,1,1.1

# Entries of single compounds, quoted from the list. Order of values: FLuc inh counter, APP 5UTR inh, FLuc stim CS, ROMK primary, APP 5'UTR act, STAT1 act, STAT3 activator, STAT3 blocker, STAT1 blocker, NF-kB expr up
# Record of `CCN1CCCC1CNC(=O)Cn1cccc1C(=O)c1ccccc1` (configuration not stated) = -5, -6, 1.1, /, 6, 99, 104, 1, 1, 1.1
# Record of `CC(=O)OCCCNc1cc(Sc2ccc(C)cc2)c2nonc2c1[N+](=O)[O-]` = -1, 18, 1, /, -18, 95, 102, -1, 5, 1
# Record of `CCOc1ccc(C(=O)NC2CCN(C(=O)NCc3ccccc3)CC2)cc1` = -8, -10, 1.1, -0.14, 10, 103, 100, 4, -3, 1.5

# Remaining list, next part:
SMILES,FLuc inh counter,APP 5UTR inh,FLuc stim CS,ROMK primary,APP 5'UTR act,STAT1 act,STAT3 activator,STAT3 blocker,STAT1 blocker,NF-kB expr up
COCCN(CC(=O)NCc1ccc2c(c1)OCO2)C(=O)CCC(=O)Nc1nccs1,-8,-14,1.1,/,14,91,91,11,10,1.1
CC(C)=CCN1CCN(Cc2ccc(N3CCNC3=O)cc2)CC1CCO (configuration not stated),-4,-4,1,0.49,4,102,105,-3,-4,0.87
CCOC(=O)C1CCc2nc3ccccc3c(=O)n21 (configuration not stated),-6,-11,1.1,/,11,114,108,0,-15,1
c1ccc(-c2cc(N3CCCCC3)nc(-c3ccccc3)n2)cc1,0,-33,1,/,33,103,100,2,-4,/
CC(C)CCNC(=O)CCCn1c(=O)[nH]c2ccc(Br)cc2c1=O,-2,11,1,/,-11,98,103,2,2,1.2
Cc1cc(S(=O)(=O)NC2CCCCC2)ccc1-n1cnnn1,0,1,1,0.28,-1,85,98,8,15,0.99
CCN=c1scc(C)n1/N=C/c1cc(Br)c(O)c(OC)c1,2,-22,1,1.8,22,102,99,11,-4,1.1
O=C(c1oc(=O)c2ccccc2c1-c1ccccc1)N1CCC(O)CC1,-8,/,1.1,/,/,104,102,6,-5,0.91
CCN(CC)S(=O)(=O)c1ccc(OC)c(NC(=O)COc2ccc3c(C)cc(=O)oc3c2)c1,-2,2,1,/,-2,102,104,-10,-3,1.1
CCOc1ccc2nc(SC3CC(=O)N(c4ccc(OC)cc4OC)C3=O)sc2c1 (configuration not stated),-4,-7,1,1.2,7,102,95,12,-3,1.1
COc1cc(NC(=O)C/C(C)=N/NC(=O)Cc2ccc(Cl)cc2)c(OC)cc1Cl,-7,-2,1.1,/,2,101,106,-1,-2,1.1
O=C(Nc1ccc(Nc2ccccc2)cc1)c1ccco1,28,-94,0.7,/,94,134*,98,1,-37,4.2*
CCCCc1ccc(NC(=O)COc2ccc(C(=O)Nc3ccccc3OCC)cc2)cc1,-4,21,1,/,-21,107,103,-1,-8,1
Cc1ccc(C)c(-n2c(SCC(=O)N3CCCC3)nnc2-c2ccccn2)c1,-8,8,1.1,/,-8,96,94,17,4,0.97
O=C(c1cccs1)N1CCc2ccccc21,24,-52,0.8,/,52,139*,94,11,-43,1.8
CCOC(=O)N1CCN(C(=O)CSc2nnc(-c3cc(OC)ccc3OC)o2)CC1,-5,-18,1,-0.099,18,104,98,7,-6,0.9
O=C(Cn1cc(C(=O)c2cccs2)c2ccccc21)NCC1CCCO1 (configuration not stated),-1,1,1,/,-1,100,95,11,0,1.1
COc1ccc(C(=O)C2CCCN(C(=O)c3cc(C(C)C)no3)C2)cc1F (configuration not stated),-2,-25,1,0.27,25,102,86,21,-4,/
O=C(NCc1ccc(F)cc1)C1CC(=O)N(CCc2ccccc2)C1 (configuration not stated),-3,-11,1,-0.00018,11,100,101,1,0,1.5
C/C(=N/Nc1ncc(C(F)(F)F)cc1Cl)c1ccncc1,-3,-12,1,-0.4,12,108,85,22,-10,1.3
O=C(c1ccco1)N1CCN(C(=O)C2(S(=O)(=O)c3ccc(Cl)cc3)CC2)CC1,-7,-6,1.1,0.95,6,94,111,-10,7,0.94
Cn1c(SCC(=O)Nc2ccc3nc(SCC(=O)N4CCCC4)sc3c2)nnc1-c1ccc(N)cc1,-6,-4,1.1,0.066,4,98,105,-8,2,0.74
Cc1ccc(NC(=O)C(OC(=O)c2ccc(F)cc2)c2ccccc2)cc1Cl (configuration not stated),-9,8,1.1,/,-8,103,102,-4,-4,0.81
CCOc1cc(C(c2c(C)[nH][nH]c2=O)c2c(C)[nH][nH]c2=O)ccc1OS(=O)(=O)c1ccccc1,-8,/,1.1,-0.13,/,102,103,-4,-4,1.1
CNC(=S)Nc1ccc(OC(F)(F)F)cc1,4,-1,1,1.2,1,102,101,4,-6,1.1
COc1ccc(-n2c(SCC(=O)N3CCCCC3C)nnc2-c2cccnc2)cc1 (configuration not stated),-6,-8,1.1,/,8,96,101,-1,4,1.1
CC(=O)CCc1ccc2oc(C(=O)O)c(C)c2c1,-4,-7,1,0.0075,7,97,96,10,3,1
COc1ccc(OC)c(-n2c(=S)[nH]c3cc(C(=O)N(C)Cc4ccccc4)ccc3c2=O)c1,-7,-18,1.1,/,18,95,106,-5,4,0.84
Cc1ccc(S(=O)(=O)N2CCCCC2)cc1C(=O)Nc1ccc(N2CCOCC2)cc1,-5,-13,1,/,13,89,88,17,12,0.87
COc1cc(/C=N/N(C)c2ccccc2)ccc1O,37,-179,0.6,-0.51,179*,140*,112,-9,-44,10*
Cc1ccc(/C=N/N(Cc2ccccc2)c2ccccc2)o1,-1,-10,1,0.26,10,107,100,1,-9,0.89
Nc1nc2ccccc2n1/N=C/c1ccc(-c2ccccc2)o1,-1,-94,1,0.13,94,155*,84,22,-61,1.7
O=C(Nc1nnc(C2CCCO2)s1)c1cccs1 (configuration not stated),8,-10,0.9,/,10,105,105,-3,-9,1.6
Cc1c(C(=O)N2CCCC2)sc(NC(=O)c2cccc(Cl)c2)c1C#N,0,/,1,1.4,/,89,95,13,11,0.57
COc1ccccc1-c1c(C)oc2cc(OC(=O)c3ccco3)ccc2c1=O,1,-16,1,/,16,96,95,8,5,1.3
Cc1cccc(NC(=O)COc2ccc3oc4c(c3c2)CCCC4)n1,-4,8,1,/,-8,103,93,11,-4,1.4
N#Cc1ccc(Cl)cc1NC(=O)COC(=O)c1ccc(S(=O)(=O)N2CCCC2)cc1,-6,-7,1.1,-0.089,7,90,134*,-43,11,1.2
CCCC(=O)N1CCN(c2ccc(NC(=O)c3cccs3)cc2Cl)CC1,-6,2,1.1,-1,-3,89,97,9,12,0.75
O=C(Nc1ccccc1C(=O)NC(Cc1ccccc1)C(=O)NC1CCCCC1)c1ccccc1 (configuration not stated),-4,-8,1,0.29,8,99,108,-5,1,0.88
Cc1ccc(-c2nn(C)c(=O)c3ccccc23)cc1CO,-6,-13,1.1,/,13,104,97,10,-3,0.93
COc1ccc(N(CC(=O)Nc2ccc(C)c(C)c2)S(=O)(=O)c2c(C)n[nH]c2C)cc1,-2,10,1,/,-11,101,96,12,-1,0.95
COc1cc2ccccc2cc1C(=O)Nc1cccnc1,19,-76,0.8,/,76,122,103,-2,-24,2.4
COc1cccc(-c2csc(N3CCN(Cc4ccccc4)CC3)n2)c1,-4,3,1,-0.88,20,97,98,9,2,1.3
COc1ccc(CN2C(=O)/C(=C/c3ccncc3)SC2=S)cc1,-1,-5,1,-1.1,5,99,97,6,2,1.9
O=C(COC(=O)CSc1ccc2ccccc2c1)NC1CC1,-2,-9,1,/,9,106,100,-2,-6,0.99
CCc1ccccc1NC(=O)c1ccc(-n2c(C)ccc2C)cc1,-3,-4,1,/,4,98,96,15,2,1.3
COC(=O)CSc1nc(C)c(Oc2ccccc2)c(=O)[nH]1,-8,-1,1.1,-0.2,1,94,102,6,6,1.2
Cc1ccc(S(=O)(=O)CCSc2nc(C)cc(C)c2C#N)cc1,0,-19,1,/,19,94,92,13,7,0.72

# Bioassay records: PubChem BioAssay, several laboratories
